aGal spleen mod = alpha-galactosidase A (human) modulation; P06280; human spleen homogenate, 4MU-alpha-Gal fluorescence, 40 min; Potency, µM (top dose mostly 80 µM), inactives show top-dose activity change, negative = inhibition, usual class: inhibitors; hit rate 0.008% among 240,000; AID 2107;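 further: 0% = enzyme with vehicle and -100% = no enzyme basal signal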
Target sequence (P06280 32-429 limits assumed): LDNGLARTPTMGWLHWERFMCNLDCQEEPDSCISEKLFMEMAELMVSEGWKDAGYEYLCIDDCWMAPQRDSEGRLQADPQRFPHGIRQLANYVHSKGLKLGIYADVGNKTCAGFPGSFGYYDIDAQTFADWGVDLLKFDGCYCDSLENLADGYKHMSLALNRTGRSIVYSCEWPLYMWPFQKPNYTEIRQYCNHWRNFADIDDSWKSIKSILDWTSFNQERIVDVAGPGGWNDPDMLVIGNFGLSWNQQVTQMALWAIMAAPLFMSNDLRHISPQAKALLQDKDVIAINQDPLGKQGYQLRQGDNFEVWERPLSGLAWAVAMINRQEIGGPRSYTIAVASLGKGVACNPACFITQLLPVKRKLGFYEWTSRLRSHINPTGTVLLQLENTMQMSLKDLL
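Fluorogenic readout (Ex 365/Em 440 nm) of 4-methylumbelliferone released from 1 mM 4-MU-alpha-galactoside by spleen homogenate, 40 min at 37C, pH 5.0. Data normalized to no-enzyme and enzyme controls; Hill-equation AC50 from compound titrations.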
Tau ThT inhib = blocks human tau fibril formation measured by thioflavin T | Potency, µM (doses to about 57.4 µM), without a hit: at the top dose activity, negative = inhibition, usual class: inhibitors | recombinant tau K18 P301L, heparin-induced fibrillization, ThT fluorescence | hit rate 2.1% among 270,000 | P10636; further: on the % scale 0 is the no-effect control and ±100 the full control effect; nearly all actives have a fitted effect of over 55% in size
Target sequence (P10636 561-689 P618L limits assumed): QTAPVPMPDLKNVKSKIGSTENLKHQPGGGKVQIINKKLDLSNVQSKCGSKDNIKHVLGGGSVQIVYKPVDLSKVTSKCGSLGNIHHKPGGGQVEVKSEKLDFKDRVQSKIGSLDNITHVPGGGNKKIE
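In this qHTS, human K18 P301L tau is incubated with compound and heparin for 6 hr at 37 C, and Thioflavin T fluorescence then reports fibril load.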
Tau FP inhib = inhibitors of human tau fibril formation. P10636. AID 1468. K18 P301L tau heparin fibrillization, Alexa594 FP, 6 h. Potency, µM (highest dose often 57.7 µM), without a hit: at the top dose activity, negative = inhibition, hits mostly inhibitors. hit rate 0.39% among 280,000; further: on the % scale 0 is the no-effect control and ±100 the full control effect; nearly all actives have a fitted effect of over 55% in size
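Human tau K18 […] P301L fragment, 15 uM unlabeled plus 0.24 uM Alexa 594-labeled tau (final), with compound and 20 uM heparin in 100 mM sodium acetate pH 7; 6 hr at 37 C, then Alexa 594 FP read.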
Tau fluor cs = counter-screen for tau fibril formation inhibitors | tau K18 P301L Alexa594 fluorescence, heparin fibrillization | Potency, µM (top dose mostly 57.7 µM), inactives show at the top dose activity change, negative = decrease | hit rate 0.93% among 280,000; further: on the % scale 0 is the no-effect control and ±100 the full control effect; nearly all actives have a fitted effect of over 55% in size
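Human tau K18 P301L (15 uM unlabeled, 0.24 uM Alexa 594-labeled) in 100 mM sodium acetate pH 7 with 20 uM heparin, 6 hr at 37 C. ThT 30 uM added, 1 hr ambient; Alexa 594 FP and total fluorescence read at 555/632 nm.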
HTT ATP protect = protects HTT-Q103 PC12 cells, measured by ATP; Potency, µM (highest dose often 56.4 µM), for inactives: cytoprotection (ATP increase), hits mostly activators; hit rate 0.14% among 230,000; PC12 HTT-Q103 induced, cytoprotection, ATP luminescence, 40 h;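 further: % of control where 0% means no effect; nearly all actives have a fitted effect of over 45% in size; toxic huntingtin expression switched on by the ecdysone agonist tebufenozide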
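Rat PC12, Q103 Htt exon1-GFP fusion, ecdysone promoter; tebufenozide inducer 100 nM final; compound titration; qHTS, 1500 cells/well; ATPlite luminescent read.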
GAA inh = blocks human lysosomal alpha-glucosidase; hit rate 0.005% among 200,000; purified human GAA, 4-MU-alpha-glucoside fluorescence; P10253; AID 1466; Potency, µM (highest dose often 76.9 µM), inactives show at the highest dose activity change, negative = inhibition, actives largely listed as inhibitors;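 further: plate controls were uninhibited enzyme wells for no effect and no-enzyme background for full effect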
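AC50 values come from Hill fits of compound titrations (up to 77 uM) against 4 nM human enzyme. Substrate 4-methylumbelliferyl-alpha-D-pyranoside at 400 uM, pH 5.0 citrate buffer, 20 min room temperature; fluorescence Ex 365/Em 440 after alkaline stop.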
GAA glycogen = GAA glycogen-cleavage inhibition or activation; recombinant GAA, glycogen substrate, Amplex Red glucose oxidase fluorescence; Potency, µM (titrated, usually from 76.4 µM), for inactives: at the highest dose activity change, negative = inhibition, actives largely listed as inhibitors; hit rate 0.38% among 300,000;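 further: 0% = full enzyme reaction and -100% = no-enzyme basal signal; the screen sought inhibitors and activators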
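qHTS, 1536-well; enzyme 4 nM final; cpd up to 77 uM; substrate bovine liver glycogen 30 ug; 50 mM citrate/phosphate pH 5.0, 0.01% Tween-20; 37 C, 40 min; Amplex Red detection 45 min RT; Hill fit → AC50.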
GAA spleen mod = lysosomal alpha-glucosidase (human) modulation. AID 2112. human spleen homogenate, 4-MU-alpha-glucoside fluorescence. hit rate 0.006% among 240,000. Potency, µM (top dose mostly 79.9 µM), without a hit: at the highest dose activity change, negative = inhibition, actives largely listed as inhibitors;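 further: 0% = enzyme with vehicle and -100% = no enzyme basal signal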
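Human spleen homogenate (1 ug) incubated with compounds and 1 mM 4-methylumbelliferyl-alpha-D-glucopyranoside in pH 5.0 citrate/phosphate buffer, 37 C, 40 min. Stopped at pH 10; 4-MU fluorescence (Ex 365/Em 440 nm); AC50 by Hill fit.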
Active calls of the source: *; ? = inconclusive; . = no result given; [ ] = another dose, or the depositor's remark. The call rests on the fitted dose curve; in most records, active means well fitted curve in the direction sought with a large enough effect; inconclusive means small, poorly fitted or top-dose-only effect, or another doubt; inactive means no such curve, though single readings can be large; an effect the other way counts as inactive or inconclusive. Potency means the concentration at half of the fitted maximal effect. The order is random, and some 3.3% of all compounds hit somewhere here.

SMILES | aGal spleen mod | Tau ThT inhib | Tau FP inhib | Tau fluor cs | HTT ATP protect | GAA inh | GAA glycogen | GAA spleen mod
c1ccc(C(c2c[nH]c3ccccc23)c2c[nH]c3ccccc23)nc1 | -19.1% | -16.7% | 15.1% | ? | ? | 3.9% | -10.5% | -11.3%
CC1(C)N=C(SCC(=O)Nc2ccc(Cl)cc2)C(c2ccc(Cl)cc2)=N1 | 3.5% | ? | ? | ? | 8.1% | -22.9% | -18.5% | -6.2%
O=C(Nc1ccccn1)c1cccc(S(=O)(=O)N2CCCCC2)c1 | 3.3% | -2.8% | -9.4% | -12.1% | -10.4%[10 µM] | -10.6% | 2.6% | 0.6%
O=C(C1CCCCC1)N1CCN=C1SCc1cccc([N+](=O)[O-])c1 | 2.5% | ? | 0.5% | -20.3% | 9.4% | -5.4% | -4.5% | .
CC1=C(C(=O)Nc2ccccc2)C(c2ccc(C)cc2)N=C(Nc2nc3ccccc3o2)N1 (stereo unspecified) | -24.8% | -13.2% | 3.4% | -8.8% | -63.4%[inhibitor] | 4.6% | -0.7% | -2.3%
Clc1ccc2nc(CN3CCCCCC3)cn2c1 | 1.4% | -2.3% | ? | -4.4% | 2.2% | 2.8% | -1.2% | -17.7%
CCn1c(SCC(=O)c2ccc(C)cc2)nnc1-c1ccoc1C | -3.3% | ? | -13.6% | -22.3% | 14.3%[10 µM] | -10.4% | -4.0% | 2.0%
O=C(/C=C/c1ccco1)Nc1ccc2c(c1)OCCO2 | 0.4% | ? | 9.7% | -10.5% | -167.6%[inhibitor] | 0.5% | 2.8% | 3.0%
O=C(O)C1CCCCC1C(=O)Nc1nc(-c2ccc(Cl)s2)cs1 (stereo unspecified) | 13.2% | 17.8% | 7.1% | 21.0% | 1.9%[10 µM] | -1.3% | 16.7% | -0.1%
Cc1cc(Nc2ccc(Cl)cc2)n2cnnc2n1 | . | -1.9% | -4.2% | -5.8% | . | . | 9.4%[76.3 µM] | .
CCN1CCN(S(=O)(=O)c2ccc3c(c2)OCCO3)CC1 | -6.1% | -9.5% | -1.2% | -6.0% | 6.4% | -1.9% | -9.8% | 3.0%
O=C(O)c1ccc2c(c1)C(=O)N(Cc1ccc3c(c1)OCO3)C2=O | 5.3% | 3.6% | -1.7% | -2.4% | 8.3% | -14.9% | 7.8% | 7.1%
CSc1cccc(NC(=O)C(=O)NCc2ccccc2)c1 | -4.3% | -14.8% | -2.0% | -11.4% | 12.7%[10 µM] | . | 0.1% | -1.2%
COc1cccc(NC(=S)N(CCN(C)C)C(C)c2ccncc2)c1 (stereo unspecified) | 4.0% | -8.4% | 2.4% | 0.7% | 19.4%[10 µM] | . | -11.4% | 4.5%
Cc1nc(SC(C)C(=O)Nc2ccccc2Cl)cc(-c2ccccc2)n1 (stereo unspecified) | . | ? | -9.6% | -24.1% | . | . | -21.8%[76.3 µM] | .
C(=C\c1ccc2ccccc2n1)/c1ccccc1 | 6.0% | -10.2% | -6.2% | -10.9% | -37.8%[10 µM] | -20.3%[15.4 µM] | 1.0% | 5.3%
COc1cccc(C2(CSc3nnc(-c4cc(OC)c(OC)c(OC)c4)o3)OCCO2)c1 | 9.8% | -25.9% | -0.9% | -15.0% | -3.2% | 1.2% | -5.2% | 4.6%
O=C1OCC(CO)(CO)N=C1NNc1cc(Cl)ccc1Cl | 1.4% | -10.3% | 2.5% | 0.1% | 12.0% | -10.0% | 8.91µM* | -4.9%
O=C(/C=C/c1ccccc1)N/C(=C/c1ccccc1)C(=O)N1CCCCC1 | 2.2% | -20.4% | -5.0% | -29.0% | -14.3% | -4.1% | 0.5% | -6.5%
Nc1ccc2nc3n(c(=O)c2c1)CCC3 | 28.0% | -15.9% | -0.4% | -4.5% | -9.4% | ? | -5.5% | 10.4%
Cc1cccc(-c2nc(CS(=O)CC(=O)NCC3CCCO3)c(C)o2)c1 (stereo unspecified) | -0.4% | 2.8% | -0.4% | -5.8% | 0.8%[10 µM] | -1.7% | 11.9% | -6.7%
O=C(NCc1ccc2c(c1)OCO2)c1cccs1 | -4.5% | -1.3% | 5.1% | -2.5% | -26.6% | -1.2% | 12.9% | -2.5%
COc1cc(NC(=O)C/C(C)=N/NC(=O)C(=O)NCCO)c(OC)cc1Cl | -13.0% | -7.5% | -0.2% | -5.5% | -6.6%[10 µM] | . | -10.3% | -5.1%
CCCC(=O)c1cc(F)c(N2CCN(C(=O)OCC)CC2)cc1C | -7.3% | ? | -3.9% | -13.0% | -6.0% | -9.0% | 4.5% | -8.5%

Nothing new here: entries from further up.
SMILES | aGal spleen mod | Tau ThT inhib | Tau FP inhib | Tau fluor cs | HTT ATP protect | GAA inh | GAA glycogen | GAA spleen mod
Cc1nc(SC(C)C(=O)Nc2ccccc2Cl)cc(-c2ccccc2)n1 (stereo unspecified) | . | ? | -9.6% | -24.1% | . | . | -21.8%[76.3 µM] | .
C(=C\c1ccc2ccccc2n1)/c1ccccc1 | 6.0% | -10.2% | -6.2% | -10.9% | -37.8%[10 µM] | -20.3%[15.4 µM] | 1.0% | 5.3%
COc1cccc(C2(CSc3nnc(-c4cc(OC)c(OC)c(OC)c4)o3)OCCO2)c1 | 9.8% | -25.9% | -0.9% | -15.0% | -3.2% | 1.2% | -5.2% | 4.6%
O=C1OCC(CO)(CO)N=C1NNc1cc(Cl)ccc1Cl | 1.4% | -10.3% | 2.5% | 0.1% | 12.0% | -10.0% | 8.91µM* | -4.9%
O=C(/C=C/c1ccccc1)N/C(=C/c1ccccc1)C(=O)N1CCCCC1 | 2.2% | -20.4% | -5.0% | -29.0% | -14.3% | -4.1% | 0.5% | -6.5%
Nc1ccc2nc3n(c(=O)c2c1)CCC3 | 28.0% | -15.9% | -0.4% | -4.5% | -9.4% | ? | -5.5% | 10.4%
Cc1cccc(-c2nc(CS(=O)CC(=O)NCC3CCCO3)c(C)o2)c1 (stereo unspecified) | -0.4% | 2.8% | -0.4% | -5.8% | 0.8%[10 µM] | -1.7% | 11.9% | -6.7%
O=C(NCc1ccc2c(c1)OCO2)c1cccs1 | -4.5% | -1.3% | 5.1% | -2.5% | -26.6% | -1.2% | 12.9% | -2.5%
COc1cc(NC(=O)C/C(C)=N/NC(=O)C(=O)NCCO)c(OC)cc1Cl | -13.0% | -7.5% | -0.2% | -5.5% | -6.6%[10 µM] | . | -10.3% | -5.1%
CCCC(=O)c1cc(F)c(N2CCN(C(=O)OCC)CC2)cc1C | -7.3% | ? | -3.9% | -13.0% | -6.0% | -9.0% | 4.5% | -8.5%

Screens (PubChem)
